CD40 NFkB inh: CD40 pathway inhibition in BL2 cells | AID 1053188 | inhibition, % at 10 µM | BL2 NF-kB luciferase reporter, CD40L-induced, 4 h | hit rate 0.94% among 83,000;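 active = mean inhibition of at least 50% with a set share of replicates also reaching that level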;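 note: 0% = neutral control wells and 100% = IKK inhibitor VII at 50 µM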
* hit, by the source's call; & = joins results of further samples; [ ] = another dose, or the depositor's remark. Not all compounds are listed; count on the stated rates, not on these rows.

| entry | CD40 NFkB inh | molecule |
| --- | --- | --- |
| 1 | -12 | N#Cc1ccccc1S(=O)(=O)N1CCN(C(=O)CN2CCCC2c2cccs2)CC1 (stereo not drawn) |
| 2 | 2 | CC(C)[C@H](NC(=O)OCc1ccccc1)C(=O)OCC(=O)Nc1ccc(N2CCOCC2)cc1 |
| 3 | -7 | NNC(=O)c1ccc2ccccc2n1 |
| 4 | -24[25 µM] | COc1ccc2c3c([nH]c2c1)[C@H](CO)N(C(=O)Nc1ccc(F)cc1)CC31CN(C(=O)c2ccccn2)C1 |
| 5 | 2[25 µM] | CCNC(=O)[C@H]1[C@H](CO)[C@H]2Cn3c(ccc(C4=CCCCC4)c3=O)[C@@H]1N2CC |
| 6 | -4 | N#CCSc1ccccc1NC(=O)COC(=O)CCNC(=O)c1ccc([N+](=O)[O-])cc1 |
| 7 | 3[25 µM] | OCc1cc2c(cn1)[nH]c1ccccc12 |
| 8 | -7[25 µM] | CN1C(=O)c2cc(NC(=O)c3cscn3)ccc2OC[C@H]2O[C@@H](CC(=O)N3CCOCC3)CC[C@@H]21 |
| 9 | 7 | COC(=O)c1cn(C(=O)c2ccc3c(c2)OCO3)c2ccccc12 |
| 10 | 12 | CC(C)(C)SCCNS(=O)(=O)c1ccc(F)cc1 |
| 11 | 1 | CCC(OC(=O)c1nsc(Cl)c1Cl)C(=O)NC(C)(C)C (stereo not drawn) |
| 12 | 10 | CC(=O)Nc1ccc(C2(c3ccc(NC(C)=O)cc3)NC(=O)c3ccccc32)cc1 |
| 13 | -27[25 µM] | CCCNC(=O)N1CC2(CN(C(=O)c3cnccn3)C2)c2c([nH]c3cc(OC)ccc23)[C@H]1CO |
| 14 | -5 | CCc1ccc(C2=NNC(=Nc3c(C)n(C)n(-c4ccccc4)c3=O)SC2)cc1 |
| 15 | -2[25 µM] | CCCNC(=O)N1C[C@@H]2[C@H](c3ccccc31)[C@@H](CO)N2C(=O)CN1CCOCC1 |
| 16 | -2 | O=C(NCC[C@H]1CC[C@H](NS(=O)(=O)c2cccc(F)c2)[C@H](CO)O1)C1CCCC1 |
| 17 | -19 | Cc1noc(C)c1C(=O)OCC(=O)N1CCc2ccccc21 |
| 18 | 0[25 µM] | CC(=O)N1[C@H](CO)[C@@H](c2ccccc2)[C@@H]1CN(C)C(=O)C1CCC1 |
| 19 | -57 | COCC1CCCCN1C(=O)c1cccc(OC2CCN(C(=O)C3CC3)CC2)c1 (stereo not drawn) |
| 20 | -1[25 µM] | O=C1CNC[C@H]2[C@@H](c3ccc(C4=CCCC4)cc3)[C@H](CO)N12 |
| 21 | 13 | CCCCNC(=O)C1(C)CCN1Cc1ccc(C(=O)OCC)cc1 (stereo not drawn) |
| 22 | 10 | Cc1c(NC(=O)Oc2ccccc2)sc(=S)n1C |
| 23 | -10 | Clc1ccccc1Sc1ccc(-c2ccccn2)s1 |
| 24 | -7[25 µM] | CCC(=O)N1CC[C@@H]2[C@@H](CO)Nc3ccc(C#Cc4ccccc4F)cc3[C@@H]21 |
| 25 | -1[25 µM] | COc1ccc(S(=O)(=O)N(C)C[C@H]2Oc3c(cccc3N(C)C)C(=O)N([C@H](C)CO)C[C@@H]2C)cc1 |
| 26 | -33 | Cc1cc(C)n2nc(S(=O)(=O)NC3CCCCC3)nc2n1 |
| 27 | -12[25 µM] | CCCC#Cc1ccc([C@H]2[C@@H](CO)N3C(=O)CN(C(=O)c4cccnc4)C[C@H]23)cc1 |
| 28 | -14[25 µM] | Cc1noc(C)c1S(=O)(=O)N(C)C[C@H]1OCCCC[C@@H](C)Oc2ccc(NS(=O)(=O)c3cn(C)cn3)cc2C(=O)N([C@H](C)CO)C[C@@H]1C |
| 29 | 7 | CS(=O)(=O)c1ccc(NC(=O)c2cccc(-n3cnnn3)c2)cc1 |
| 30 | 7 | CC1(c2ccccc2)CC2CC(c3ccccc3)N1O2 (stereo not drawn) |
| 31 | -6 | O=C(COC(=O)c1cccnc1Cl)NCCC1=CCCCC1 |
| 32 | -1 | C=CCNc1nc2c(c(=O)n(C)c(=O)n2C)n1CC(=C)C |
| 33 | 10 | Cn1cnc([N+](=O)[O-])c1Nc1ccc(O)cc1 |
| 34 | 2[25 µM] | COCC(=O)N1[C@H](C(=O)Nc2ccccc2)[C@@H](CO)[C@@H]2Cn3c(ccc(-c4ccncc4)c3=O)[C@@H]21 |
| 35 | -67 | c1ccc(-c2ccc(-c3nc(-c4ccncc4)no3)cc2)cc1 |
| 36 | -40 | O=C(NN=Cc1ccccc1O)c1cccc([N+](=O)[O-])c1 |
| 37 | 4 | CC(C(=O)N1CCCC1)N(c1ccc(Cl)cc1)S(C)(=O)=O (stereo not drawn) |
| 38 | -2 | COc1cc2c(cc1OC)C1(CCCCC1)CN(C)C2 |
| 39 | 12 | Cc1c(S(=O)(=O)NC2CCCCCC2)c(=O)n(C)c(=O)n1C |
| 40 | 2 | CC(C)N(C(=O)CO/N=C/c1cccc([N+](=O)[O-])c1)C(C)C |
| 41 | 8 | CC1CC(C)CN(S(=O)(=O)N2CCC(C(=O)NCCC3=CCCCC3)CC2)C1 (stereo not drawn) |
| 42 | 8 | CC(=O)NC1=NC(=O)C(C)S1 (stereo not drawn) |
| 43 | 5[25 µM] | C[C@H](CO)N1C[C@H](C)[C@H](CN(C)C(=O)Nc2ccc(C(F)(F)F)cc2)Oc2ncc(C3=CCCC3)cc2C1=O |
| 44 | -5 | CO[C@@H]1CN(C)C(=O)c2ccc(NC(=O)C3CCCC3)cc2OC[C@@H](C)N(CC2CC2)C[C@H]1C |
| 45 | 7 | CCOC(=O)c1[nH]c(C)c(CCC(=O)O)c1C |
| 46 | 3 | CCN(CC)S(=O)(=O)c1ccc(N2CCCC2)c(NC(=O)C2=NN(c3ccccc3)C(=O)CC2)c1 |
| 47 | -44 | Cc1cc(C(=O)CN2C(=O)NC3(CCCCC3)C2=O)c(C)n1C |
| 48 | 11 | CC1C2C(c3ccccc3)N(C)C(=O)N(C)C2N(C)C(=O)N1C (stereo not drawn) |
| 49 | 6 | Cc1csc(=O)n1CCC(=O)OCC(=O)NCc1ccc(F)cc1 |
| 50 | 4 | CC(C)N(C(=O)C[n+]1ccsc1N)c1ccccc1 |
| 51 | -4 | O=S(=O)(NC1CCCCCC1)c1cccc(Cl)c1 |
| 52 | 4 | Cc1cccc(S(=O)(=O)NC(=O)C2(C)CCN2C(=O)c2c(C)noc2C)c1 (stereo not drawn) |
| 53 | -34 | O=C(NNC(=O)c1ccc2ccccc2c1)c1cccc(F)c1 |
| 54 | -1 | C[C@@H]1COCn2nncc2CC[C@@H](Cc2ccccc2)C(=O)N1 |
| 55 | 8 | CC1(C)C2CCC1(CS(=O)(=O)NCCc1c[nH]c3ccccc13)C(=O)C2 (stereo not drawn) |
| 56 | -3 | CN1C(=O)c2cc(NC(=O)C3CCCC3)ccc2OC[C@H]2O[C@H](CC(=O)NCCc3ccncc3)CC[C@@H]21 |
| 57 | 6 | N#CC1C(=O)NC(=O)C(C#N)C12CCCC2 (stereo not drawn) |
| 58 | 9 | CCCCNC(=O)C1(C)CCN1C(=O)c1ccccc1Br (stereo not drawn) |
| 59 | 6 | Cc1ccc(/C=N/NC(=O)CNC(=O)COc2ccc(Cl)cc2)o1 |
| 60 | 1 | Cn1ccnc1Sc1nc2c(c(=O)n(C)c(=O)n2C)n1C |

Later entries.
| entry | CD40 NFkB inh | molecule |
| --- | --- | --- |
| 61 | 7 | COC(=O)CCCNc1ncccc1[N+](=O)[O-] |
| 62 | 4 | CC1=C(C(=O)NCc2ccccc2)C(c2ccccc2OCC(N)=O)NC(=O)N1 (stereo not drawn) |
| 63 | 3[25 µM] | CN1CCN(C(=O)C[C@@H]2C[C@H]3c4cc(NC(=O)C5CCC5)ccc4O[C@H]3[C@@H](CO)O2)CC1 |
| 64 | -2 | C[C@H](CO)N1C[C@H](C)[C@@H](CN(C)S(C)(=O)=O)OCc2ccccc2-c2c(n(C)c3ccccc23)C1=O |
| 65 | -3 | CCC(C(=O)OCC(=O)Nc1ccc(C)c(S(=O)(=O)N2CCOCC2)c1)c1ccccc1 (stereo not drawn) |
| 66 | -17 | C1=CCC(/C=N/n2cnnc2)CC1 (stereo not drawn) |
| 67 | 8 | CN(Cc1ccco1)C(=O)C1CCCN(c2ncnc3c2nc2n3CCCCC2)C1 (stereo not drawn) |
| 68 | -7 | c1ccc(Oc2cccc(OCCCCSc3ncccn3)c2)cc1 |
| 69 | 20 | COc1cc(C(C)=O)ccc1OCC(=O)c1cc(C)n(C2CC2)c1C |
| 70 | 8 | O=C(O/N=C1\C(=O)N(c2ccccc2)c2ccccc21)C1CC1 |
| 71 | 7 | C=CCN1CCN(c2ccncc2S(=O)(=O)N2CCN(C)CC2)CC1 |
| 72 | 9 | COc1ccccc1C(CCN(Cc1ccccc1)C(C)=O)c1ccco1 (stereo not drawn) |
| 73 | 4 | COc1ccccc1CNC(=O)C1(C)CCCCN1C (stereo not drawn) |
| 74 | -4 | O=C(C[C@@H]1CC[C@@H]2[C@H](COC[C@H](O)CN2C(=O)c2ccc3c(c2)OCO3)O1)NCCN1CCCC1 |
| 75 | 10 | N#CCCN(CCC#N)c1nnc(-c2ccccc2)s1 |
| 76 | 11 | O=C(Nc1ccc(-n2cnnn2)cc1)C1CCC1 |
| 77 | -2[25 µM] | COc1ccc(S(=O)(=O)N(C)C[C@H]2Oc3ccc(NS(=O)(=O)c4c(C)noc4C)cc3C(=O)N([C@@H](C)CO)C[C@@H]2C)cc1 |
| 78 | -3 | COc1ccc(NC(=O)COc2coc(CN3CCc4ccccc43)cc2=O)cc1 |
| 79 | 0 | N#Cc1ccc(CN(c2ccncc2)S(=O)(=O)c2ccccc2)cc1 |
| 80 | -2 | COc1cccc(NC(=O)C2(C)CCCN2C(=O)C(C)C)c1OC (stereo not drawn) |
| 81 | -32 | COc1ccc2nc(NC(=O)CN(C)S(=O)(=O)c3cccs3)sc2c1 |
| 82 | -1 | COc1ccc(NC(=O)COc2ccc(-n3cnnn3)cc2)cc1OC |
| 83 | 5 | COc1ccccc1CCNC(=O)c1cc(-c2ccccn2)nc2ccccc12 |
| 84 | 41&11[25 µM] | CCCNC(=O)N1C[C@@H]2N[C@H](C1)C2c1ccc(-c2ccc(F)cc2)cc1 (stereo partly drawn) |
| 85 | 5 | Nc1nc2c(s1)CCCCCCCCCC2 |
| 86 | 1 | COc1cc(/C=C/C(=O)O)cc(S(=O)(=O)NCCCO)c1OC |
| 87 | 33[25 µM] | CN1C(=O)c2cc(NC(=O)c3cccc(F)c3)ccc2OC[C@H]2O[C@H](CC(=O)NCc3ccccc3Cl)CC[C@@H]21 |
| 88 | -3 | CCN(CC)S(=O)(=O)c1ccc(F)c(C(=O)NCCC(C)C)c1 |
| 89 | 3 | CCc1cc(C(c2ccncc2)N2CCN(C)CC2)c(NC(=O)c2ccccc2)s1 (stereo not drawn) |
| 90 | 1 | COC(=O)CNC(=O)c1cc(OC)cc(OC)c1 |
| 91 | 2[25 µM] | O=C(Cc1ccccn1)N1[C@H](CO)[C@@H]2c3ccccc3NC[C@@H]21 |
| 92 | 9 | CCOCC(=O)Nc1nc2ccc(S(C)(=O)=O)cc2s1 |
| 93 | -1 | COc1ccc(NS(=O)(=O)c2cnc[nH]2)cc1 |
| 94 | -1 | CCCCc1c(C)nc2ccc(Br)cc2c1SC(N)N |
| 95 | 6 | CN(C)C(=O)CCN1CCOCC1 |
| 96 | 9 | CCCc1nnc(NC(=O)c2c(O)c3cccc4c3n(c2=O)CCC4)s1 |
| 97 | 6[25 µM] | N#C[C@@H]1[C@H](c2ccc(-c3cccnc3)cc2)[C@H](CO)N1C(=O)Nc1ccc(F)cc1 |
| 98 | -43 | O=C(N/N=C/c1cc2c(cc1Br)OCO2)c1cc2ccccc2o1 |
| 99 | -22 | CCN(CC)S(=O)(=O)c1ccc(N2CCOCC2)c(NC(=O)CC2OC(=O)c3ccccc32)c1 (stereo not drawn) |

Structures above with a halogen:
| entry | CD40 NFkB inh | molecule |
| --- | --- | --- |
| 4 | -24[25 µM] | COc1ccc2c3c([nH]c2c1)[C@H](CO)N(C(=O)Nc1ccc(F)cc1)CC31CN(C(=O)c2ccccn2)C1 |
| 10 | 12 | CC(C)(C)SCCNS(=O)(=O)c1ccc(F)cc1 |
| 11 | 1 | CCC(OC(=O)c1nsc(Cl)c1Cl)C(=O)NC(C)(C)C (stereo not drawn) |
| 16 | -2 | O=C(NCC[C@H]1CC[C@H](NS(=O)(=O)c2cccc(F)c2)[C@H](CO)O1)C1CCCC1 |
| 23 | -10 | Clc1ccccc1Sc1ccc(-c2ccccn2)s1 |
| 24 | -7[25 µM] | CCC(=O)N1CC[C@@H]2[C@@H](CO)Nc3ccc(C#Cc4ccccc4F)cc3[C@@H]21 |
| 31 | -6 | O=C(COC(=O)c1cccnc1Cl)NCCC1=CCCCC1 |
| 37 | 4 | CC(C(=O)N1CCCC1)N(c1ccc(Cl)cc1)S(C)(=O)=O (stereo not drawn) |
| 43 | 5[25 µM] | C[C@H](CO)N1C[C@H](C)[C@H](CN(C)C(=O)Nc2ccc(C(F)(F)F)cc2)Oc2ncc(C3=CCCC3)cc2C1=O |
| 49 | 6 | Cc1csc(=O)n1CCC(=O)OCC(=O)NCc1ccc(F)cc1 |
| 51 | -4 | O=S(=O)(NC1CCCCCC1)c1cccc(Cl)c1 |
| 53 | -34 | O=C(NNC(=O)c1ccc2ccccc2c1)c1cccc(F)c1 |
| 58 | 9 | CCCCNC(=O)C1(C)CCN1C(=O)c1ccccc1Br (stereo not drawn) |
| 59 | 6 | Cc1ccc(/C=N/NC(=O)CNC(=O)COc2ccc(Cl)cc2)o1 |
| 84 | 41&11[25 µM] | CCCNC(=O)N1C[C@@H]2N[C@H](C1)C2c1ccc(-c2ccc(F)cc2)cc1 (stereo partly drawn) |
| 87 | 33[25 µM] | CN1C(=O)c2cc(NC(=O)c3cccc(F)c3)ccc2OC[C@H]2O[C@H](CC(=O)NCc3ccccc3Cl)CC[C@@H]21 |
| 88 | -3 | CCN(CC)S(=O)(=O)c1ccc(F)c(C(=O)NCCC(C)C)c1 |
| 94 | -1 | CCCCc1c(C)nc2ccc(Br)cc2c1SC(N)N |
| 97 | 6[25 µM] | N#C[C@@H]1[C@H](c2ccc(-c3cccnc3)cc2)[C@H](CO)N1C(=O)Nc1ccc(F)cc1 |
| 98 | -43 | O=C(N/N=C/c1cc2c(cc1Br)OCO2)c1cc2ccccc2o1 |

Compound activity from PubChem BioAssay.
